Bioassay records (PubChem)
IEC-6 tox = cytotoxicity in IEC-6 intestinal epithelial cells, primary screen, cytotoxicity control for KLF5 inhibitor project, cell-based, luminescence. IEC-6 cytotoxicity, luminescence viability. inhibition, % at 5 µM. actives 0.78% (n = 290,000); in the data active means inhibition above about 22%;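 further: 0% = plate median of test compound wells and 100% = cytotoxic reference compound wells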
AI-2 QS modul = Vibrio harveyi AI-2 quorum sensing modulators, primary screen, JMH597 strain, luminescence/OD600 ratio; Vibrio harveyi JMH597 AI-2 luminescence/OD600 ratio, 9 h; stronger effect = lower value; strain lacks LuxN and CqsS sensors; 0 = neutral-control median; activity change, % at 7.5 µM; actives 0.4% (n = 300,000); AID 2094, 2009; in the data active means activity change below about -75%, passing the limit was not always enough;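 further: luminescence divided by OD600 gain over 9 h not by final OD600 alone; inactives centre near 13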
KLF5 inhibitor = KLF5 expression inhibitors, primary screen, DLD-1 cells, luminescence; DLD-1 KLF5 promoter-luciferase reporter; AID 1700, 2009; inhibition, % at 5 µM; actives 0.23% (n = 290,000);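 active means inhibition above a per-plate limit of that plate's mean compound inhibition plus 3 SD, cut at about 60% in these data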;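 further: 0% = DMSO wells and 100% = LY294002 at 200 µM; higher means less KLF5 promoter-driven luciferase light; inactives centre near -14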
GSK3 alpha inh = blockers of GSK3A enzyme activity – biochemical, luminescence, cell-free homogeneous, HTS, primary screen | GSK-3 alpha kinase, ADP-Glo luminescence, 60 min | Glycogen synthase kinase-3 alpha (Homo sapiens), P49840 | inhibition, % at 10 µM | AID 2650, 2010 | actives 0.1% (n = 320,000);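 in the data active means inhibition above about 50%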;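 further: GST-tagged GSK-3 alpha with peptide substrate and 25 µM ATP; 0% = DMSO neutral wells and 100% = GW8510 positive control wells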
Target sequence (P49840 whole entry, looked up): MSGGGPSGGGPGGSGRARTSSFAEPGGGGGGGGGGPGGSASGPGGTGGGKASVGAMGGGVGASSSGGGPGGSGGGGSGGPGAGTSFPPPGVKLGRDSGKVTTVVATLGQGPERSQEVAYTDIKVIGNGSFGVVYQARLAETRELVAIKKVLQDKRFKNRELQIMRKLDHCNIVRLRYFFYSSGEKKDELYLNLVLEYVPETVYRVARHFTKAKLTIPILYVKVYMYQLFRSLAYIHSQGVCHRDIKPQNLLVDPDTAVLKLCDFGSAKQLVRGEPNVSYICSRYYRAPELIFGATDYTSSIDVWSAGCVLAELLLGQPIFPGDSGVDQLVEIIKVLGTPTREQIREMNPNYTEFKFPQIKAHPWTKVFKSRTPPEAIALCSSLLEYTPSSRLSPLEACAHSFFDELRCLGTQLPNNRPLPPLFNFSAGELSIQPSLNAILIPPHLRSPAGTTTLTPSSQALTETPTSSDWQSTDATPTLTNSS
GSK3beta inhib = human GSK3beta kinase inhibitors, primary screen, biochemical, cell-free homogeneous, HTS; Glycogen synthase kinase-3 beta (Homo sapiens), P49841; GST-GSK3beta kinase, ADP-Glo luminescence, 60 min; stronger effect = lower value; activity score (negative = inhibition), % at 10 µM; actives 0.038% (n = 300,000); AID 2097, 2009;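 active means more than half of replicate wells score below -50%, meaning over 50% inhibition versus plate controls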;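 further: 0% = median DMSO wells and -100% = median GW8510 positive control wells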
Target sequence (P49841 whole entry, looked up): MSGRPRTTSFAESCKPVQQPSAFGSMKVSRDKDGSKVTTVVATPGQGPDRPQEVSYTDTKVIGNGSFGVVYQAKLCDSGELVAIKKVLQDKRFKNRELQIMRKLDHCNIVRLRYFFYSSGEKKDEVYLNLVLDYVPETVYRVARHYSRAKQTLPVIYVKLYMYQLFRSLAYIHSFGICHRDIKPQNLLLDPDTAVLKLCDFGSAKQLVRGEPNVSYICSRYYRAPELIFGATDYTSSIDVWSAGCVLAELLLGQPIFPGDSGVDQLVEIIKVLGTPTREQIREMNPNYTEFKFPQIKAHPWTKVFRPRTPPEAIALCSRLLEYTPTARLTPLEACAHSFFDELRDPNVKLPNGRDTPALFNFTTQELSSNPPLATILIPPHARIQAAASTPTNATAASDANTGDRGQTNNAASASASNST
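Assay system: GST-fused GSK3beta enzyme, cell-free / Medium: Tris pH 7.5 buffer with MgCl2, DTT, BSA, heparin / Also added: peptide substrate plus 25 µM ATP (final) / Compound: 10 µM single point / Timing: kinase reaction with compound 60 min at room temperature / Detection: ADP-Glo luminescence / Benchmarks: DMSO neutral wells and GW8510 at 20 µM as positive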
HSF1 activator = HSF-1 activators, primary screen, NIH3T3-HGL cells, MG132 stress, luminescence, single point; NIH3T3-HGL HSF-1 luciferase reporter, 8 h; 100% = twice DMSO control signal; AID 504408, 2011; activation, % at 9 µM; actives 1.7% (n = 300,000);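 active means mean replicate activation of at least 50% with a set share of replicates each reaching 50%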;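 further: 0% = median of the neutral control wells and 100% = twice that signal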
HIF activator = HIF pathway transcriptional activators, primary screen, cell-based, U2OS HRE-luciferase, luminescence. U2OS HRE-luciferase reporter; normalized: DMSO 0%, desferrioxamine 100%. activation, % at 7.5 µM (by protocol). actives 0.32% (n = 300,000). AID 1910, 2009;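 active means mean activation of at least 10% of the iron chelator positive control signal, with at least half of replicates also reaching 10%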
HSF1 inh = HSF1 inhibitors in luciferase reporter cells, primary screen, cell-based, NIH3T3, luminescence; NIH3T3-HGL HSE-luciferase, MG132-induced, luminescence 8 h; stronger effect = lower value; activity change, negative = inhibition, % at 7.5 µM (by protocol); actives 0.77% (n = 300,000); AID 2098, 2009;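 active means more than half of replicate wells show activity change below -50%, luminescence cut by over half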;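 further: luciferase reports HSF-1 transcriptional activity via heat shock element; 0% = median of DMSO wells and -100% = zero luminescence signal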
aSyn UTR inh = MLPCN primary screen, SNCA 5' untranslated region | alpha-synuclein 5'UTR reporter, inhibitor activity | inhibition, % (tested at 7.5 µM) | actives 0.82% (n = 300,000) | AID 1813, 2009; in the data active means inhibition above about 60%;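 further: H4 neuroglioblastoma cells stably carrying SNCA 5'UTR luciferase fusion; 0% = DMSO wells and 100% = positive control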
HSP90 inh = HSP90 inhibitors, primary screen, cell lysate, luminescence; Rabbit reticulocyte lysate, luciferase refolding luminescence, 3 h; inhibition, % at 5.6 µM; actives 0.91% (n = 290,000); Heat shock protein HSP 90 (rabbit reticulocyte lysate; luciferase refolding);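 active means inhibition above the screen-wide mean plus 3 SD, computed separately per campaign, cut at about 16% in these data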;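 further: 0% = DMSO wells and 100% = 60 µM geldanamycin wells; inhibitors lower the luminescence because luciferase stays unfolded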
* marks the source's active call; other numbers are inactive results; · = no result given.

A first look:
SMILES	IEC-6 tox	AI-2 QS modul	KLF5 inhibitor	GSK3 alpha inh	GSK3beta inhib	HSF1 activator	HIF activator	HSF1 inh	aSyn UTR inh	HSP90 inh
Cc1nnc2sc(SCC(=O)Nc3nccs3)nn2c1=O	-4	18	-12	0	0	8	0.1	0	-35	1
CCN1C(=O)[C@H]2[C@@H](c3ccc(C)cc3)N3C(=O)N(c4ccccc4)C(=O)[C@@]3(Cc3ccc(Cl)cc3)[C@H]2C1=O	1	-2	-3	1	0	-6	-0.7	-5	3	-9
Cc1nnc(SCCN2C(=O)c3ccccc3C2=O)nc1C	·	10	·	-2	2	0	-1.0	-8	5	·
Cc1ccc(C)c(N2CCN(S(=O)(=O)c3c(C(=O)N4CCCCC4)c(C)n(C)c3C)CC2)c1	-3	-2	-10	-1	1	26	0.6	10	9	0
COc1ccc([C@@H]2[C@@H]3C(=O)N(C(C)(C)C)C(=O)[C@@H]3[C@]3(Cc4ccccc4)C(=O)N(c4cccc(Cl)c4)C(=O)N23)cc1	·	36	·	0	0	-8	1.0	2	10	·
Cc1nnc(SCC(=O)Nc2ccc(Br)cn2)[nH]c1=O	1	35	-24	34	-19	50	-0.3	22	2	3
CCn1c(SCC(=O)Nc2cc(OC)ccc2OC)nc2c(c1=O)SCC2	-1	13	-17	-3	0	22	-0.4	12	16	2
CCOC(=O)c1c(C)oc2c1c(C=NCCC(=O)O)c(O)c1ccccc12	-2	4	9	-1	13	6	0.0	-6	4	3
Clc1cccc(CN2CCc3c([nH]c4ccccc34)C2)c1Cl	3	7	-33	-2	-2	-6	1.8	0	-4	-2
COC(=O)c1c(NC(=O)CN2CCN(S(=O)(=O)c3ccccc3)CC2)sc2c1CCC(C)C2 (stereo unspecified)	-12	25	-19	-1	-2	8	-1.4	-2	10	0

The list itself, from the first entry:
SMILES	IEC-6 tox	AI-2 QS modul	KLF5 inhibitor	GSK3 alpha inh	GSK3beta inhib	HSF1 activator	HIF activator	HSF1 inh	aSyn UTR inh	HSP90 inh
Cc1nnc2sc(SCC(=O)Nc3nccs3)nn2c1=O	-4	18	-12	0	0	8	0.1	0	-35	1
CCN1C(=O)[C@H]2[C@@H](c3ccc(C)cc3)N3C(=O)N(c4ccccc4)C(=O)[C@@]3(Cc3ccc(Cl)cc3)[C@H]2C1=O	1	-2	-3	1	0	-6	-0.7	-5	3	-9
Cc1nnc(SCCN2C(=O)c3ccccc3C2=O)nc1C	·	10	·	-2	2	0	-1.0	-8	5	·
Cc1ccc(C)c(N2CCN(S(=O)(=O)c3c(C(=O)N4CCCCC4)c(C)n(C)c3C)CC2)c1	-3	-2	-10	-1	1	26	0.6	10	9	0
COc1ccc([C@@H]2[C@@H]3C(=O)N(C(C)(C)C)C(=O)[C@@H]3[C@]3(Cc4ccccc4)C(=O)N(c4cccc(Cl)c4)C(=O)N23)cc1	·	36	·	0	0	-8	1.0	2	10	·
Cc1nnc(SCC(=O)Nc2ccc(Br)cn2)[nH]c1=O	1	35	-24	34	-19	50	-0.3	22	2	3
CCn1c(SCC(=O)Nc2cc(OC)ccc2OC)nc2c(c1=O)SCC2	-1	13	-17	-3	0	22	-0.4	12	16	2
CCOC(=O)c1c(C)oc2c1c(C=NCCC(=O)O)c(O)c1ccccc12	-2	4	9	-1	13	6	0.0	-6	4	3
Clc1cccc(CN2CCc3c([nH]c4ccccc34)C2)c1Cl	3	7	-33	-2	-2	-6	1.8	0	-4	-2
COC(=O)c1c(NC(=O)CN2CCN(S(=O)(=O)c3ccccc3)CC2)sc2c1CCC(C)C2 (stereo unspecified)	-12	25	-19	-1	-2	8	-1.4	-2	10	0
COc1ccc(CCNC(=O)C2CCN(S(C)(=O)=O)CC2)cc1OC	0	12	6	-1	0	-1	·	1	12	-1
CN(C)c1ccc(C2CC(=O)OC3=C2C(=O)CC(C)(C)C3)cc1 (stereo unspecified)	-8	13	-10	-2	1	6	-0.1	-10	3	-3
CN1C(=O)/C(=N\OC(=O)c2cccc3ccccc23)c2ccccc21	-1	18	-16	0	1	14	0.1	13	-21	0
O=C(/C=C/c1ccccc1)NCC(=O)N/N=C\c1cccnc1	3	14	-11	-3	1	3	0.3	0	-1	1
CC(C(=O)Nc1ccccc1)N(C)CCOc1ccc(Br)cc1 (stereo unspecified)	5	8	15	-2	3	11	0.0	-1	20	-1
O=C(COC(=O)Cc1c(F)cccc1Cl)Nc1nnc(-c2ccccc2)o1	·	49	·	-7	-4	-2	-0.3	4	9	·
Cc1ccc(S(=O)(=O)NC(=O)Nc2ccc(F)c(F)c2)cc1	-4	12	13	1	5	-19	-0.2	-3	8	-5
O=C(O)CCc1nn2c3ccccc3n(CC(=O)c3ccccc3)c2nc1=O	3	12	-12	-3	-5	4	0.7	1	14	1
CC(C)(C)C1CCC2(CC1)CC(=O)c1ccccc1O2 (stereo unspecified)	·	0	·	2	1	-16	0.4	-8	16	·
CCc1nc(NCc2ccco2)c2oc3ccccc3c2n1	2	19	-24	·	5	34	0.2	17	-7	1
N#C/C(=C\c1ccc(O)c(O)c1)C(=O)N1CCCC1	-3	-2	-14	2	-2	-4	0.3	0	-45	0
COC(=O)c1ccc(Oc2ccc(S(=O)(=O)N3CCCCC3)cc2N)cc1	-3	16	-7	0	1	-1	1.0	-6	-18	0
CC12CCC(C(=O)N(CC3CO3)C1=O)C2(C)C (stereo unspecified)	-3	5	-14	-1	3	-22	-0.2	-4	-4	4
O=C(OCC(=O)N1N=C(c2ccc(Cl)cc2)CC1c1ccco1)c1ccco1 (stereo unspecified)	-2	29	-12	-3	4	7	-0.1	-2	-26	0
Cc1ccc(-c2c3c(=O)n(C)c(=O)n(C)c3cn2N2CCOCC2)cc1	-3	-2	10	-1	-1	-9	-0.4	-1	9	0
COc1cccc(NC(=O)CN(C2=NC3CS(=O)(=O)CC3S2)c2cccc(C)c2)c1 (stereo unspecified)	1	13	4	0	-28	0	0.2	9	-12	1
O=C(NCC(=O)N(c1cccnc1)C(C(=O)NC1CCCC1)c1ccc(F)cc1)c1ccco1 (stereo unspecified)	-4	23	-17	-2	0	-5	-0.6	0	20	4
CC1CCCCN1S(=O)(=O)c1ccc([N+](=O)[O-])cc1 (stereo unspecified)	9	24	-33	-1	0	2	-2.1	-3	-11	3
COc1ccc(-c2noc(CCC(=O)N3CCN(Cc4ccccc4)CC3)n2)cc1	-1	17	0	-2	-1	-14	-0.4	-1	2	5
CCOC(=O)c1snc(C(=O)NC2CCCCC2)c1N	-7	0	-35	0	-5	61*	3.1	32	-150	-3
CCOC(=O)C1=C(C)NC(C)=C(C(=O)OCCNC(=O)c2cccnc2)C1c1cccc([N+](=O)[O-])c1 (stereo unspecified)	5	15	-2	-3	2	35	-1.0	10	-4	3
CCCOc1nc2c(c(=O)n(C)c(=O)n2C)n1C	-2	18	-29	0	2	-7	-0.7	-3	3	3
Cc1cc(-c2ccccc2)n(-c2ccc(C(=O)N3CCN(c4ncccn4)CC3)cc2)n1	0	17	-4	0	-1	5	0.3	3	11	2
CCN1/C(=C/c2ccc3cccc(C)c3[n+]2CC)Sc2ccccc21	32*	99	32	14	-38	-14	3.2	-5	-134	2
Cc1ccc(C(=O)NCCN2CCOCC2)cc1S(=O)(=O)N1CCCCC1	1	13	-28	1	-3	-2	-0.2	-6	-8	-10
O=C(c1ccc(S(=O)(=O)NCc2ccco2)cc1)N1CCN(Cc2ccc3c(c2)OCO3)CC1	-1	18	-4	-2	2	1	-0.7	8	18	-7
Cc1cc(NC(=O)CCCn2cnc([N+](=O)[O-])n2)no1	-2	8	0	-2	0	-9	-0.2	-4	-17	-3
CCOc1c(N2CC(C)OC(C)C2)c(=O)c1=O (stereo unspecified)	-5	5	-34	-2	1	-1	-0.5	-2	27	-3
CC(C)(C)NC(=S)N/N=C/c1cccnc1	12	22	11	-3	-2	0	-0.5	-3	-3	6
CCN(CC)c1ccc(NC(=O)Nc2ccccc2C(F)(F)F)cc1	5	25	-48	0	-5	18	0.8	26	-80	-2
CSCCC(NC(N)=O)C(=O)NCC1CCCCC1 (stereo unspecified)	-3	11	-12	0	-1	-8	-0.2	-8	-6	0
CCOC(=O)/C(=C\c1ccc(OC(F)F)cc1)C1=Nn2c(nnc2-c2ccc(Cl)cc2)SC1	4	23	-21	-2	-3	-83	-3.1	-83*	47	-1
c1ccc(N2CCN(c3nc(-c4cccs4)nc4ccccc34)CC2)cc1	-6	8	25	0	1	6	-0.2	10	28	9
CCOc1ccc(C(=O)Nc2nncs2)cc1OCC	-2	10	-41	0	4	-8	·	-4	31	-2
O=C(CCN1C(=O)c2ccccc2S1(=O)=O)N1CCN(c2cccc(Cl)c2)CC1	·	20	·	-2	0	9	-0.4	3	-10	·
CC(C)(C)NC(=O)CN(C(=O)CS(=O)CC(=O)Nc1ccc(F)cc1)c1ccc(F)c(Cl)c1 (stereo unspecified)	1	8	-10	1	4	11	-0.9	-4	11	-4
O=C(NC1CCCCC1)C(Cc1ccccc1)NS(=O)(=O)c1cccs1 (stereo unspecified)	-3	21	-23	-2	-1	-15	-0.6	-3	11	1
CC(=O)NNc1nc(-c2ccccc2)cs1	0	40	11	-1	0	-1	0.2	8	3	0
Cc1ccccc1C(=O)c1cccn1CC(=O)NC(C)c1ccccc1 (stereo unspecified)	-6	3	-24	-4	1	10	0.0	4	29	0
Cn1c(CO)cnc1SCc1ccc(Cl)cc1	-3	14	-57	1	4	4	0.9	7	-33	2
O=C(Cn1nc(-c2ccccc2)ccc1=O)NCC1COCCO1 (stereo unspecified)	1	10	3	1	0	-8	-0.1	-4	-17	-2
CCCc1nc2c([nH]1)c(=O)n(C)c(=O)n2C	1	12	-18	9	0	4	-0.6	-8	23	3
